Screening results from PubChem BioAssay.
NOD1 inhibition – inhibition of NOD1-driven NF-kB reporter – cell-based, luminescence, uHTS, primary screen (AID 1578) | NOD1-driven NF-kB luciferase reporter cells, luminescence; higher % means a stronger effect | one-dose inhibition, % at 4 µM; EC50 in µM for titrated hits | hit rate 1% among 290,000; in the data active = inhibition mostly above about 36%, no sharp cut-off; inactive = mostly below about 34%;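 also: HEK-293T reporter cells stimulated with the NOD1 agonist gamma-tri-DAP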
bCat nuc transl – alters nuclear translocation of beta-catenin in HeLa cells; immunofluorescence imaging; nuclear translocation activity, % at 5 µM; hit rate 0.3% among 190,000; AID 1665;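 active = nuclear translocation activity above 50% at 5 µM, with a well cell count of 50 or more; inconclusive = wells under 50 cells across six images, flagged as toxic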;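 also: per-cell ratio of nuclear to cytoplasmic median beta-catenin stain intensity; plate controls were DMSO negative control for no effect and GSK-3 inhibitor IX positive control for full effect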
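Technique: fluorescence imaging of beta-catenin antibody stain plus DAPI / Material: human HeLa cell line / Incubation: compound treatment 24 h, 37°C, 5% CO2 / Read-out basis: % activation of per-cell nuclear versus cytoplasmic median beta-catenin signal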
Ins promoter up – MIN6 insulin promoter up-regulation; AID 1625; MIN6 insulin promoter-GFP reporter, high-content imaging; stronger effect = higher value; z-score at 5 µM; hit rate 0.3% among 190,000;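 active = z-score above 3 at 5 µM with at least 500 cells counted in the well; inconclusive = wells under 500 cells, flagged as cytotoxic or low count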
Dynein transport – dynein cargo transport inhibition; 3617.4 mouse cells, GR-EGFP nuclear translocation imaging; test concentration mostly 20 µM; stimulated with dexamethasone, 1 µM; stronger effect = lower value; z-score, hits read low; hit rate 0.47% among 220,000; AID 1381;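 active = plate z-score of nuclear minus cytoplasmic receptor signal below a set negative limit, without overly bright fluorescence or cell loss, cut at about -3.5 in these data, passing the limit was not always enough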;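 also: z-score of nuclear minus cytoplasmic ring GR-EGFP intensity difference per well; some compounds called inactive have numbers as strong as hits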
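medium = tetracycline-free induction medium containing charcoal-stripped FBS | probe or stimulus = dexamethasone, 1.0 µM final | timing = 48 h induction, then 1 h compound, then 30 min agonist, 37 °C | detection = automated 10x imaging of fixed Hoechst-stained cells | read-out basis = nuclear versus cytoplasmic GR-EGFP signal, averaged per well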
Autophagy HCS – alters autophagy in cells; MEF GFP-LC3 puncta imaging; test concentration mostly 10 µM; calls only at 10 µM (by protocol); hit rate 0.98% among 190,000; AID 463193;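 active = percentage of spot-positive cells more than 3 SD above its plate mean, without a fluorescence outlier flag or 80% toxicity; inconclusive = no clear call, values can overlap the other calls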;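 also: spot-positive cell cutoff set from DMSO-treated cells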
Yfh1-off respiration – mitochondrial function rescue without frataxin homolog – Friedreich's ataxia, plus single-dose screen, dose response (AID 1465); S. cerevisiae Yfh1-off respiration, WST-1 reduction, 72 h; higher fold induction means a stronger effect; fold induction at 50 µM, or EC50 in µM where a hit was titrated; hit rate 0.074% among 220,000;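 active = fold induction of absorbance versus untreated yeast above a set limit, then at least 30% activation at any dose in follow-up; inconclusive = repeats straddling the limit, or above it without dose testing; inactive = fold induction below the set limit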;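 also: activators that raise dye reduction in frataxin-depleted yeast; strong numbers were not always called active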
HEK293 NOD2/NF-kB – inhibition of NOD2-driven NF-kB reporter – cell-based, luminescence, uHTS, HEK293 (AID 1566). HEK293 NOD2/NF-kB luciferase reporter, luminescence; higher % means a stronger effect. inhibition, % at 4 µM; hits with a dose series show EC50 in µM. hit rate 0.63% among 290,000; in the data active = inhibition above about 50%; also: many of its hits are not listed in these tables
P. falciparum M17LAP – P. falciparum M17LAP inhibitors, primary screen, biochemical, fluorogenic H-Leu-NHMec substrate, 1536-well (AID 1619) | recombinant M17LAP, H-Leu-NHMec fluorogenic kinetic assay; higher % means a stronger effect | hit rate 0.38% among 220,000 | inhibition, % at 30 µM; hits with a dose series show IC50 in µM;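 active = compound inhibiting the enzyme by more than half at any dose during confirmatory dose-response retesting; inconclusive = strong single-dose inhibitors picked by rank but not retested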;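 also: plate controls were full reaction with DMSO carrier for no effect and no enzyme background for full effect; strong numbers were not always called active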
MT stabilize HCS – stabilizes microtubules in HeLa cells | HeLa tubulin immunostaining HCS, 24 h; share of cells brighter than vehicle mean+2SD | % tubulin-high responders, % at 10 µM | hit rate 0.83% among 200,000;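 active = plate Z-score above 3 for both tubulin-high and condensed-nucleus cell shares, with cell loss under 80%, at 10 µM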;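 also: anti alpha tubulin signal scored within the nucleus-defined area of each cell; some results filed as inactive read as strong as hits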
Dynein transport cytoplasmic EGFP – also measured in Dynein transport; calls as there; z-score; measured here: cytoplasmic GR-EGFP intensity; stronger effect = higher value
Dynein transport nuclear GR-EGFP – further read-out of Dynein transport, marked with its call; z-score; measured here: nuclear GR-EGFP intensity;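 lower value marks the stronger effect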
Dynein transport cell count – also measured in Dynein transport; calls as there; z-score; measured here: cell count per field
Ins promoter up cell count – recorded beside Ins promoter up, whose call it bears; cell count; measured here: cytotoxicity, nuclei count;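 total cells summed across four imaged fields per well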
bCat nuc transl cell count 5 µM – recorded beside bCat nuc transl, whose call it bears; cell count; measured here: cell count, cytotoxicity flag
MT stabilize HCS Hoechst-high % – also measured in MT stabilize HCS; calls as there; % Hoechst-high responders; measured here: nuclear condensation Hoechst responders;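 share of cells brighter than vehicle mean plus two SD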
MT stabilize HCS cytotoxicity % – further read-out of MT stabilize HCS, marked with its call; toxicity, %; measured here: cytotoxicity by cell density;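 0% = mean cell density of plate MIN control wells and 100% = no cells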
Autophagy HCS cell loss 18 h – also measured in Autophagy HCS; calls as there; toxicity, %; measured here: cell loss, nuclei count;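 cell loss after 18 h compound exposure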
The depositor's hits bear a star; i = inactive; ? = inconclusive; . = not tested or not shown. Only part of the results is shown (hit frequency here may not be typical).

Fields – NOD1 inhibition	bCat nuc transl	bCat nuc transl cell count 5 µM	Ins promoter up	Ins promoter up cell count	Dynein transport	Dynein transport cytoplasmic EGFP	Dynein transport nuclear GR-EGFP	Dynein transport cell count	Autophagy HCS	Autophagy HCS cell loss 18 h	Yfh1-off respiration	HEK293 NOD2/NF-kB	P. falciparum M17LAP	MT stabilize HCS	MT stabilize HCS Hoechst-high %	MT stabilize HCS cytotoxicity %
- CSc1nc2nc(-c3cccc(C(F)(F)F)c3)ccn2n1
    -16%	-3.6	1069	-1.1	1253	-0.4	-0.23	-0.15	0.52	i	11	i	8%	15%	2.2	2.2	3.0
- O=C(NCCCn1ccnc1)c1cn(-c2ccccc2)nc1-c1ccc(F)cc1
    -10%	-0.5	1165	-1.3	995	1.7	-0.17	1.1	-0.97	i	-17	i	7%	18%	4.2	3.5	9.7
- C/C(=N\OCc1cccc(C(=O)O)c1)c1ccc(Cl)cc1
    47%*	-2.0	1518	0.08	1102	0.26	-0.25	0.081	-0.11	.	.	i	-202%	3%	.	.	.
- COc1cccc(NC(=S)N2CCc3cc(OC)c(OC)cc3C2COc2ccc3c(C)cc(=O)oc3c2)c1 (stereo not given)
    8%	2.1	1108	0.74	1122	1.1	-0.14	0.4	-0.9	i	6	i	-19%	1%	7.7	1.5	2.4
- Cc1ccc(S(=O)(=O)N2CCN(CC(O)c3ccccc3)CC2)cc1 (stereo not given)
    -42%	-1.0	1102	-0.05	1254	-0.02	-0.34	-0.05	-0.0093	i	-7	i	-10%	10%	1.3	1.7	17
- C=CCn1c(N)c(C(=O)NCC2CCCO2)c2nc3ccccc3nc21 (stereo not given)
    -63%	2.4	1360	0.27	1556	-0.68	-0.22	-0.3	1	i	-1	i	-23%	-121%	2.8	1.0	0.8
- Cn1c(SCC(=O)Nc2ccc(Br)cc2)nc(O)cc1=O
    -6%	-0.8	1348	-0.16	995	-1.7	-0.26	-0.2	1.1	.	.	?	13%	10%	.	.	.
- CCc1ccccc1NC(=O)c1ccccc1Sc1ccc([N+](=O)[O-])cc1Cl
    -21%	1.0	1090	0.11	1351	0.36	-0.24	0.71	-0.99	i	0	i	-27%	14%	0.9	1.2	9.1
- COc1ccc(-n2cc(-c3ccccc3)nc2SC)cc1
    -47%	0.4	1087	0.95	1455	-0.33	-0.18	-0.36	0.66	i	12	i	-59%	-8%	2.1	3.3	8.0
- CC1CCN(c2nc3ccccc3nc2C(C#N)C(=O)NC2CCCCC2)CC1 (stereo not given)
    -4%	-5.4	1193	0.7	1216	.	.	.	.	.	.	i	10%	.	.	.	.
- O=C(CSc1cccc[n+]1[O-])Nc1ccc([N+](=O)[O-])cc1Cl
    -29%	0.6	1079	-0.65	1301	-1	0.18	-0.48	0.33	i	-2	i	8%	1%	2.5	2.2	4.4
- OCC(O)C1OC(Nc2ccc(Br)cc2)C(O)C1O (stereo not given)
    -13%	-3.3	1036	-0.09	1612	0.059	-0.11	0.48	0.028	i	-10	i	-3%	.	2.7	1.2	12
- CNC(=S)Nc1cc(OC)ccc1OC
    -6%	-1.6	1063	0.44	1740	-0.77	-0.21	-0.69	0.1	i	30	i	-7%	4%	2.1	1.7	8.4
- CC(C)(C)NC(=O)C(OC(=O)Cn1nnc(-c2ccc(F)cc2)n1)c1ccncc1 (stereo not given)
    -8%	-6.9	1008	-0.05	1182	-0.32	-0.35	-0.21	0.085	i	-13	i	12%	-3%	4.3	3.4	8.1
- O=C(NCc1ccc(F)cc1)C(=O)NCC1OCCN1S(=O)(=O)c1cccs1 (stereo not given)
    -8%	-2.0	570	0.36	1328	-0.85	-0.23	0.47	0.27	i	4	i	8%	5%	3.3	1.8	3.7
- Cc1ccccc1NC(=O)C(Cl)=C(Cl)Cl
    -9%	0.8	1399	-1.9	1154	-3.8*	0.7*	-2*	0.75*	i	10	i	-7%	8%	7.4	1.6	11
- O=C(Nc1cccnc1)c1cnc2ccccc2n1
    -40%	0.8	1233	0.87	1217	-0.29	-0.26	-0.19	0.32	i	-2	i	4%	2%	2.0	0.8	1.4
- CCC(=O)N(Cc1cc2cc(OC)ccc2[nH]c1=O)c1ccccc1C
    20%	0.5	629	-0.64	1423	-0.74	0.098	-0.12	0.099	i	8	i	35%	4%	3.0	1.8	6.1
- CC1CCN(c2c([N+](=O)[O-])c(=O)n(-c3ccccc3)c3ccccc23)CC1
    1%	1.0	1377	-0.6	1009	-0.0022	-0.42	-0.075	-0.069	i	16	i	-17%	-7%	3.0	2.7	14
- CC(=O)Oc1c(C)cc(O)c2ccccc12
    -3%	-1.0	1199	-1.9	1231	-0.45	-0.23	-0.15	-0.65	i	-1	i	4%	4%	2.4	1.0	1.6
- N#CCC(=O)N/N=C/c1cn(Cc2ccc3ccccc3c2)c2ccccc12
    -2%	-4.1	1191	-0.01	1448	-0.7	-0.22	-0.34	0.74	.	.	i	8%	-4%	.	.	.
- CCC(=O)N/C=C/n1cnc2cc(C(F)(F)F)ccc21
    22%	1.4	680	0.68	1053	-0.19	-0.22	-0.037	0.64	i	2	i	8%	-5%	1.8	1.5	4.5
- CCn1c2ccccc2c2cc(NC(=O)COC(=O)c3cc(OC)c(OC)cc3OC)ccc21
    -30%	2.8	1090	-0.26	1359	-0.005	-0.26	-0.24	0.28	i	-1	i	31%	-8%	3.8	3.6	9.3
- O=C(Nc1ccn(Cc2ccccc2)n1)c1cccc(Cn2cc([N+](=O)[O-])cn2)c1
    -34%	-0.4	550	-0.1	1291	-0.67	0.028	-0.57	0.058	i	-5	i	-11%	9%	2.7	2.7	3.7
- O=c1c2cnn(-c3ccccc3)c2ncn1Cc1ccco1
    -5%	-12	1175	.	.	-1.1	-0.28	-0.29	0.64	i	7	i	7%	12%	2.0	1.5	7.7
- CN(C)CCN1C(=O)C(O)=C(C(=O)c2cc3ccccc3o2)C1c1ccc(N(C)C)cc1 (stereo not given)
    -28%	2.0	1105	1.2	1381	1.3	-0.18	1	-0.49	.	.	i	2%	13%	6.2	1.9	7.1
- S=c1[nH]nc(CCc2nc3ccccc3[nH]2)n1-c1cccc(Cl)c1
    -20%	-1.8	922	0.46	1681	-0.45	-0.23	0.24	0.068	i	6	i	0%	.	2.6	1.9	11
- Cc1ccc(C(C(=O)NC2CCCCC2)N(C(=O)c2csnn2)C2CC2)o1 (stereo not given)
    -22%	-2.1	1141	0.08	769	-0.24	-0.2	0.055	0.73	i	1	i	-16%	0%	1.8	1.1	6.5
- Cc1oc(-c2ccccc2Cl)nc1CSCC(=O)NC1CCCC1
    -7%	.	.	0.12	918	0.35	0.86	0.68	-1.5	i	-16	i	20%	5%	1.7	1.1	12
- Cn1cc(C(=O)NCc2cccs2)c(=O)c2cc(S(=O)(=O)N3CCCC3)ccc21
    53%	-2.2	541	0.04	958	-0.18	0.7	1	-0.51	i	-6	i	2%	-5%	3.8	3.1	4.8
- CCOc1ccc(C2CC(c3cccc(C)c3)n3nc(N)nc3N2)cc1 (stereo not given)
    -12%	-2.9	1191	.	.	-0.55	-0.17	-0.18	0.034	i	0	i	1%	-11%	2.1	2.2	7.9
- Cn1c(CNc2ccc(F)cc2)nnc1SCC(=O)NNC(=O)Cc1ccccc1
    -29%	0.1	1576	0.58	1542	1.3	-0.27	0.75	-0.61	i	-3	i	2%	-6%	2.0	2.2	9.9
- CCCCCCCCCCCCCCCC(=O)OC[C@H](COP(=O)([O-])OCC[N+](C)(C)C)OC(=O)CCCCCCCCCCCCCCC
    -39%	.	.	.	.	-0.28	-0.27	0.35	0.45	i	18	i	-2%	3%	2.7	2.9	1.3
- CC(C)(C)c1cc(C(=O)NNS(=O)(=O)c2ccccc2)n[nH]1
    -9%	2.0	1292	-0.97	1432	-0.88	-0.28	-0.41	0.25	.	.	i	16%	-1%	.	.	.
- COc1ccc2cc3cc(C(=O)NCC4CCCO4)oc3nc2c1 (stereo not given)
    -27%	.	.	0.09	1361	-0.085	0.027	0.24	0.88	i	-4	i	-6%	i	2.5	1.6	0.7
- CCOc1ccc(N2C(=O)CC(N(CCc3ccc(OC)c(OC)c3)C(=S)Nc3ccccc3)C2=O)cc1 (stereo not given)
    -26%	-0.5	1043	-0.21	1334	-0.64	-0.29	-0.7	1.2	i	1	i	-175%	-2%	18	17	5.5
- Cc1ccc(CNC2=NCCCCC2)n1C
    -19%	-1.4	1177	.	.	-1.3	0.03	-0.39	0.71	i	2	i	-2%	16%	2.8	2.1	11
- COc1ccc(Nc2nc3ccccc3nc2C)cc1
    -19%	0.2	982	2	1127	-0.13	-0.31	-0.29	0.77	i	14	i	-5%	4%	4.3	3.1	7.7
- Cc1nc2ccccc2c2c1C(=O)N(C(C)C)C2=O
    .	-0.7	1093	0.53	1388	-0.02	-0.19	0.25	-0.7	i	2	i	4%	4%	5.4	1.8	39
- N=C1C(c2nc3ccccc3s2)=C(O)CN1CCCO
    -27%	-2.8	1242	-0.78	1253	-0.34	-0.2	0.093	-0.099	i	-2	i	1%	16%	4.1	2.3	2.3
